High-throughput results: PubChem BioAssay, National Center for Advancing Translational Sciences (NCATS)
BCR signal inh: inhibitors of chronic active B-cell receptor signaling; Potency, µM (titrated, usually from 46.1 µM), inactives show at the highest dose ratio change, negative = lower green/red ratio, hits mostly inhibitors; ABC-DLBCL IkBa-CBG/CBR reporter, luminescence ratio, 4 h; 340,000 tested, 0.05% active; AID 493014; active means well fitted inhibition curve with a large enough effect in the signal ratio, with a control signal flat, not every such curve was filed as active; inconclusive means small, poorly fitted or top-dose-only effect, or effect the other way, or a change in a side signal; the % refers to the signal ratio;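 further: potency means the concentration at half of the fitted maximal effect; plate controls were basal doxycycline-induced cells for no effect and cells given 10 µM MG132 for full effect; MG132 reads +100%, hits lower the ratio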
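Cell line TMD8 (human ABC DLBCL), stably expressing tet-inducible CBG68-IkBa fusion and CBR; IMDM/0.5% FBS; cpd up to 46 uM; dox induction, 4 h, 37C/5% CO2; dual luminescence; green/red ratio; MG132 control.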
MBNL1 CUG block: MBNL1-poly(CUG) RNA binding inhibition | TR-FRET MBNL1-His/biotin-(CUG)12 binding, 665/545 ratio | AID 2675 | Potency, µM (highest dose often 57.5 µM), for inactives: at the highest dose activity change, negative = inhibition, usual class: inhibitors | Q9NR56 | 280,000 tested, 0.036% active; active means well fitted inhibition curve with a large enough effect in the signal ratio, with a control signal flat, not every such curve was filed as active; inconclusive means small, poorly fitted or top-dose-only effect, or effect the other way, or a change in a side signal; inactive means no such curve, though single readings can be large or run the other way; the % refers to the signal ratio; further: potency means the concentration at half of the fitted maximal effect; on the % scale 0 is the no-effect control and ±100 the full control effect
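TR-FRET readout: Ex 340 nm, 665/545 nm emission ratio, normalized to buffer-only (basal) and MBNL1-(CUG)12 controls. Complex of MBNL1-His with Biotin-(CUG)12, compounds 92 nM–58 uM, incubated 60 min at room temperature.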
USP2a inh: blocks human ubiquitin-specific protease USP2a; O75604; USP2 core, Ub-CHOP2 coupled fluorogenic reporter, 485/531; Potency, µM (titrated, usually from 38.3 µM), inactives show top-dose activity change, negative = inhibition, actives largely listed as inhibitors; 330,000 tested, 0.01% active;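 further: potency means the concentration at half of the fitted maximal effect; plate controls were DMSO wells for no effect and full inhibition by NEM control for full effect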
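Deubiquitinase activity read as fluorescence (485/531 nm) after Ub-CHOP2 cleavage activates the enterokinase reporter on its substrate; USP2 core 10nM, Ub-CHOP2 and substrate 25nM each, 30min compound preincubation then 60min RT; data normalized to NEM, curves fitted.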
ASM inhibitor: human S-ASM enzyme inhibition | P17405 | placental ASM, HMU-PC fluorogenic substrate, 60 min | Potency, µM (titrated, usually from 57.5 µM), for inactives: at the highest dose activity change, negative = inhibition, hits mostly inhibitors | 340,000 tested, 0.006% active | AID 504937; further: potency means the concentration at half of the fitted maximal effect
Target sequence (P17405 47-631 limits assumed): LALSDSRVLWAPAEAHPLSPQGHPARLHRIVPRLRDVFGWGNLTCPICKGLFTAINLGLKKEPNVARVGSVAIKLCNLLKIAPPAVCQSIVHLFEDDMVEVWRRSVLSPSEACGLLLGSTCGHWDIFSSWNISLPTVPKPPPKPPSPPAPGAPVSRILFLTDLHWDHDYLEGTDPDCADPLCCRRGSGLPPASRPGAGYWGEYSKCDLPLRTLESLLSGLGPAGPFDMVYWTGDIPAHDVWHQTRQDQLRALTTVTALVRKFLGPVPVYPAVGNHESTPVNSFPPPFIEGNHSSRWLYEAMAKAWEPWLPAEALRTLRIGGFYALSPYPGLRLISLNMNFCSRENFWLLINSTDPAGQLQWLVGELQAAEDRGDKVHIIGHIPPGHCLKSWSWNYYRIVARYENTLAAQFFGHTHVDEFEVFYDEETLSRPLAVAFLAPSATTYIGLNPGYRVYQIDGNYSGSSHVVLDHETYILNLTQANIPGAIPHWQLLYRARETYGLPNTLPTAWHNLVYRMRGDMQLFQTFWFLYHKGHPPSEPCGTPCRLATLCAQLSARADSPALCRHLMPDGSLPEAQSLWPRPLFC
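Fluorogenic HMU-PC substrate (9 uM final) is turned over by placental ASM in 60 min at 37 C after a 10 min compound preincubation. Reaction ended by alkaline stop (pH 10), with fluorescence read at 386/447 nm.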
TSHR antag: human thyrotropin receptor antagonism | P16473 | TSHR-expressing cells, TSH-stimulated cAMP HTRF, 2 h; active compounds read low | 330,000 tested, 0.2% active | activity change, negative = inhibition, % at 11.5 µM | AID 504810;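 active means activity change below a set negative limit, meaning inhibition stronger than a set level, cut at about -70% in these data; inconclusive means activity change between two set negative limits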; further: on the % scale 0 is the no-effect control and ±100 the full control effect
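Antagonism was scored as loss of TSH-driven cAMP in TSHR cells, stimulated with 4nM TSH (EC80) for 2 hours at 37 deg C and detected by homogeneous HTRF competition immunoassay.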
GALK inh: galactokinase (human) inhibition; P51570; Purified GALK, Kinase-Glo residual ATP luminescence; Potency, µM (top dose mostly 57.5 µM), without a hit: at the highest dose activity change, negative = inhibition, hits mostly inhibitors; 270,000 tested, 0.007% active; further: potency means the concentration at half of the fitted maximal effect; on the % scale 0 is the no-effect control and ±100 the full control effect
Target sequence (P51570 whole entry, looked up): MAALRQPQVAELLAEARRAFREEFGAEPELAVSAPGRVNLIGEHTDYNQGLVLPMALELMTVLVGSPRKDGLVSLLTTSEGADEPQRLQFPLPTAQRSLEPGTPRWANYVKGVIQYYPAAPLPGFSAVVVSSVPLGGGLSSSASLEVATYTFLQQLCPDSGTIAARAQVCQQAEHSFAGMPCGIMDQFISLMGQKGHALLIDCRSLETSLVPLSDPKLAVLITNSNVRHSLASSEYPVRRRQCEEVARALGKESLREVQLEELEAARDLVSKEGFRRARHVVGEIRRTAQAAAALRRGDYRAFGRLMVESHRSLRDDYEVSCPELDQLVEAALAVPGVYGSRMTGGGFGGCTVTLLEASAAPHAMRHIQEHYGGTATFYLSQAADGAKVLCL
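ATP-depletion format; final 35 uM ATP, 100 uM D-galactose, 5 nM enzyme; pH 8.0 HEPES/Mg2+ buffer; 60 min RT; luminescence read 10 min after detection reagent.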
Menin-MLL TR inh: menin-MLL binding inhibition, Texas Red mutant peptide; O00255; Menin + Texas Red MLL mutant peptide, fluorescence polarization; Potency, µM (titrated, usually from 61.6 µM), for the others: top-dose FP activity change, negative = inhibition, usual class: inhibitors; 270,000 tested, 0.23% active; AID 1768; active means well fitted inhibition curve with a large enough effect in the polarisation, with a control signal flat, not every such curve was filed as active; inconclusive means small, poorly fitted or top-dose-only effect, or effect the other way, or a change in a side signal; inactive means no such curve, though single readings can be large or run the other way; the % refers to the polarisation; further: potency means the concentration at half of the fitted maximal effect; % of control where 0% means no effect; many of its hits are not listed in these tables
PKM2 act: PKM2 (human) enzyme activation | AID 1631 | purified PKM2, Kinase-Glo ATP luminescence, activation; response scale: 0% is enzyme alone, no compound | 260,000 tested, 0.34% active | Potency, µM (doses to about 57.5 µM), for the others: top-dose activation, actives largely listed as activators; further: potency means the concentration at half of the fitted maximal effect; on the % scale 0 is the no-effect control and ±100 the full control effect; nearly all actives have a fitted effect of over 55% in size
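Purified hPK-M2 (>95%) run at intermediate activity with 0.1 mM ADP and 0.5 mM PEP in 50 mM imidazole pH 7.2, KCl, MgCl2; 1 h room temperature. ATP formed read by Kinase-Glo luminescence; normalized to uninhibited and no-enzyme controls.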
Mito fusion yeast: blocks mitochondrial division or promotes mitochondrial fusion; S. cerevisiae fusion-defective mutant growth rescue, CellTiterGlo 48 h; Potency, µM (highest dose often 46.1 µM), inactives show at the top dose growth rescue (activation), hits mostly activators; 320,000 tested, 0.23% active; AID 485298;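 further: potency means the concentration at half of the fitted maximal effect; % of control where 0% means no effect; nearly all actives have a fitted effect of over 45% in size; temperature-sensitive fusion mutants such as fzo1-1 at 37 °C on non-fermentable ethanol glycerol medium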
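Yeast fusion mutant, YPEG (non-fermentable carbon), compound, 48 h at 37C non-permissive; CellTiterGlo added, 10 min RT, luminescence read. Rescued growth = division inhibition.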
Eya2 inh: inhibitors of human Eya2 phosphatase activity; O00167; recombinant Eya2, OMFP fluorescence dephosphorylation (OMFP is methylfluorescein phosphate); Potency, µM (highest dose often 76.9 µM), for the others: at the top dose activity, negative = inhibition, usual class: inhibitors; 330,000 tested, 0.006% active; further: potency means the concentration at half of the fitted maximal effect; on the % scale 0 is the no-effect control and ±100 the full control effect
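Eya2 (0.2 uM) preincubated 10 min at ambient with compound, then OMFP substrate added at 50 uM; 10 min reaction in 50 mM HEPES pH 7.5, 50 mM NaCl, 5 uM MgCl2, 0.05% BSA, 1 mM DTT. Fluorescence read at Ex 485/Em 525 nm.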
KCNH2 WT inh: KCNH2 (human, wildtype) channel inhibition. Q12809. U2OS, BacMam KCNH2, thallium flux FluxOr; active compounds read low. activity change, % at 1.84 µM. 340,000 tested, 0.37% active;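 active means maximum activity change below -70%; inconclusive means maximum activity change between -70% and -50%; inactive means maximum activity change above -50%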; further: on the % scale 0 is the no-effect control and ±100 the full control effect
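U2OS cells were transduced with wild-type KCNH2 virus (2.03 x 10^8 / mL) for 4 h at room temperature, then cultured overnight at 37 C. Thallium flux was read with FluxOr dye. Rate constants were normalized to DMSO controls.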
* marks the source's active call; other numbers are inactive results; ? = inconclusive; . = not tested or not shown; [ ] = another dose, or the depositor's remark. Unless noted, the call rests on the fitted dose curve; in most records, active means well fitted curve in the direction sought with a large enough effect; inconclusive means small, poorly fitted or top-dose-only effect, or another doubt; inactive means no such curve, though single readings can be large; an effect the other way counts as inactive or inconclusive. Some of the compounds tested, so the mix of outcomes need not match the whole.

SMILES | BCR signal inh | MBNL1 CUG block | USP2a inh | ASM inhibitor | TSHR antag | GALK inh | Menin-MLL TR inh | PKM2 act | Mito fusion yeast | Eya2 inh | KCNH2 WT inh
COc1ccc(CC(=O)OCn2nnc3ccccc3c2=O)cc1 | ? | 11% | 0% | -1% | -8 | 0% | 2% | 1% | -3% | 9% | -5
COc1ccc(-c2csc(CCN3N=C(C)CC3=O)n2)cc1 | ? | -4% | 2% | -2% | -9 | 1% | ? | 10% | 3% | ? | -4
COc1cccc(C(=O)CN2C3=NCCCN3c3ccccc32)c1 | -7% | -4% | 0% | -5% | -4 | 0% | -1% | -2% | 2% | -7% | -6
Cc1ccc(C(=O)NCCn2c(N)c(C#N)c3nc4ccccc4nc32)cc1 | ? | 78%[activator] | 2% | . | -7 | . | -10% | ? | -2% | 6% | -3
Cc1ccc(C(=O)n2nc(-c3ccccc3)nc2NCc2ccco2)cc1 | 18% | 18% | 3% | -6% | 13 | -2% | 26% | -5% | 2% | 5% | -14
Cc1c(NS(=O)(=O)c2cccc(C(=O)Nc3ccccc3)c2)c(=O)n(-c2ccccc2)n1C | -3% | . | 4% | -1% | 4 | . | . | . | -2% | -27% | -2
CCc1ccc(CCC(=O)Nc2sc(C)c(C)c2C(=O)OC)o1 | ? | -1% | 5% | -11% | -10 | 0% | 1% | ? | 7% | -22% | 31
O=S(=O)(NCCc1ccccc1)c1ccc(F)cc1 | ? | -5% | 1% | 2% | 5 | 3% | 5% | 9% | 3% | 10% | 17
C=CCn1c(SCC(=O)Nc2cc(C)c(Cl)cc2OC)nnc1-c1ccco1 | ? | 11% | -2% | -2% | -11 | 2% | -5% | 4% | 25% | -5% | 24
COc1cccc(NS(=O)(=O)c2ccc3c(c2)CCN3C(C)=O)c1 | -3% | -6% | -2% | 1% | -5 | -1% | 18% | . | 6% | ? | 2
CCC(CC)C(=O)c1c[nH]c(C(=O)NCCCN2CCOCC2)c1 | -7% | -1% | 1% | -1% | 4 | -5% | 1% | -7% | -1% | -7% | 0
CCN(CC)S(=O)(=O)c1ccc(Cl)c(NC(=O)c2cc(Cl)cc(Cl)c2)c1 | 0% | -7% | -1% | 11% | 7 | 1% | -4% | 4% | -3% | 3% | -4
COc1ccccc1NC(=O)c1nn(-c2ccc(F)c(F)c2)ccc1=O | 4% | -1% | -6% | 2% | -1 | -1% | 5% | -6% | -2% | -5% | 4
CCc1ccc(NC(=O)CN(c2ccc(OC)cc2)S(=O)(=O)c2c(C)[nH]c(=O)[nH]c2=O)cc1 | 8% | -4% | -1% | -1% | -2 | -1% | 48%[activator] | 2%[0.46 µM] | -7% | -9% | -19
C=CCNC(=O)c1onc(CSc2cccc(Cl)c2)c1C(=O)O | ? | -1% | 1% | 15% | -11 | -9% | ? | 0% | 2% | 14% | -1
COC(=O)c1sccc1NC(=O)Nc1ccc(Cl)c(Cl)c1 | ? | 104%[activator] | -1% | -6% | -15 | 0% | ? | 1% | -5% | 1% | -1
CN(C)c1ccc(/C=N/NC(=O)CCCO)cc1 | ? | ? | -1% | 308%[activator] | -4 | -1% | 4% | 1% | ? | 6% | 2
CCOc1ccc(NCCC#N)cc1 | -3% | -3% | 1% | 4% | 2 | 2% | 4% | -6% | -4% | 0% | -10
C=CCn1c(=O)c2c3c(sc2n2c(Nc4ccc(C(=O)OCC)cc4)nnc12)CCCC3 | ? | 0% | 0% | -15% | -4 | -1% | 1% | -15% | -3% | -2% | 9
CCC(Sc1ccc2nnc(-c3cccnc3)n2n1)C(=O)OC (stereo not drawn) | -8% | 8% | 0% | 3% | 9 | 5% | -7% | -2% | 2% | -1% | 3
CC(C)COP(=O)(c1ccc(N(C)C)cc1)C(O)c1ccncc1 (stereo not drawn) | 2% | 12% | 0% | 0% | -5 | 1% | -6% | 0% | 0% | 3% | 2
O=C1C=C(NCC2CCCO2)CC(c2ccccc2)C1 (stereo not drawn) | -1% | 2% | 4% | -3% | -8 | 5% | 8% | -1% | 1% | -4% | -21
CCCn1c(N)c(C(=O)CN(C)CC(=O)Nc2c(C)cc(C)cc2C)c(=O)[nH]c1=O | 5% | . | 3% | . | 13 | . | . | . | -2% | -12% | -5
CCOc1ccc2[nH]c3c(=O)n(CCc4ccc(OC)cc4)cnc3c2c1 | -9% | -6% | -5% | 12% | -2 | 4% | -3% | -12% | -6% | -1% | -2
CC(C)(C)C(=O)/C(C#N)=C/c1ccc(O)cc1 | 2% | 1% | 0% | -5% | -20 | 1% | ? | -2% | 20% | -3% | 10
CCOc1ccccc1NC(=O)NNC(=O)COc1cccc(C)c1C | -6% | 0% | 0% | 4% | 10 | 1% | -2% | 0% | 2% | 3% | 7
COc1cc(OC)cc(C(=O)N2CCC(C(=O)Nc3ccc4c(c3)OCCO4)CC2)c1 | -1% | 13% | -1% | 5% | -4 | 1% | -9% | 4% | -3% | 3% | -13
COc1ccccc1CNC(=O)C1CCN(S(=O)(=O)c2ccc3c(c2)OCCO3)CC1 | -2% | 1% | 2% | 5% | 3 | -2% | . | . | 6% | -5% | -6
CCCN(C(=O)CSc1nc2c(cnn2-c2ccccc2)c(=O)[nH]1)C1CCS(=O)(=O)C1 (stereo not drawn) | -7% | 6% | 1% | 0% | 5 | 1% | -20% | 2% | -1% | -1% | -2
COc1ccc(/C=C/c2n[nH]c(=O)c(C#N)c2C)cc1 | -2% | ? | -4% | -2% | 6 | -2% | -22% | -6% | 13% | 4% | 2
O=C(CCCN=C1NS(=O)(=O)c2ccccc21)OCC(=O)c1ccc(F)cc1 | 3% | . | 0% | . | 5 | . | . | . | -3% | 23% | -1
COc1ccccc1N1CCN(C(=O)c2cc(-c3ccc(Cl)c(Cl)c3)on2)CC1 | 12% | -6% | 4% | 1% | 7 | -3% | -13% | -3% | -1% | 1% | -5
Oc1[nH]c2ccccc2c1C=Nc1ccc2c(c1)OCCO2 | ? | ? | 3% | -4% | -8 | -1% | ? | -7% | 2% | 5% | -30
CCOC(=O)CNC(=O)CSc1ncnc2c1cnn2-c1ccccc1 | 4% | -2% | 2% | -2% | -14 | 0% | 4% | -6% | -4% | 4% | 1
CC(=O)Nc1cc(NC(C)=O)cc(C(=O)OCC(=O)N2CC(C)OC(C)C2)c1 (stereo not drawn) | ? | 5% | 4% | 2% | 3 | -2% | 0% | 1% | 0% | -3% | -5
Oc1ccc(/C=N/n2c(-c3ccccc3)n[nH]c2=S)cc1 | 2% | -3% | 2% | -2% | 0 | 3% | 22% | -3% | 0% | -3% | -2
CCn1cc(Cl)c(C(=O)NNC(=O)CCn2nc(C)c([N+](=O)[O-])c2C)n1 | -5% | . | 3% | 2% | -3 | 0% | 24% | 2% | -3% | 4% | 4
Cc1cc(F)c(F)c(C(=O)N2CCCCC2C)c1Cl (stereo not drawn) | 12% | 13% | 5% | -1% | -8 | -1% | -19% | -10% | -4% | 0% | 2
COCCn1c(N)c(N(Cc2ccccc2)C(=O)CSCC(=O)Nc2ccc(OC)cc2)c(=O)[nH]c1=O | 5% | . | 1% | 2% | -6 | . | . | . | -2% | -5% | -10
O=C(NCCCN1CCCC1=O)NC12CC3CC(CC(C3)C1)C2 | ? | -8% | -4% | 0% | 1 | 0% | ? | 2% | -2% | 4% | 1
Cc1cccc(-n2nnc(C(=O)Nc3ccc(F)cc3)c2N)c1 | ? | -11% | -2% | 0% | 2 | 0% | 5% | -18% | 11% | -12% | 8
C=CCNC(=S)NNC(=O)C(CCCC)CC(C)O (stereo not drawn) | ? | -2% | 6% | 3% | -7 | 1% | -2% | 6% | -2% | -18% | 1
